Screens (PubChem)
TWEAK-Fn14 inh: inhibitors of TWEAK-Fn14 interaction signaling; inhibition, % at 10 µM; 2% of 360,000 active; TWEAK-stimulated Fn14 reporter cells, luciferase luminescence, 8 h; in the data active means inhibition above about 50%
COUP-TFII inh: inhibitors of human COUP-TFII (NR2F2); P24468; HEK293T NGFI-A luciferase reporter, luminescence; inhibition, % at 8.6 µM; 0.7% of 370,000 active;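 active means inhibition above a per-plate cutoff, mean inhibition of test wells between control levels plus 3 SD, cut at about 38% in these data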;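 further: cells cotransfected with COUP-TFII expression vector driving the NGFI-A reporter; 0% = median of COUP-TF2 test wells and 100% = reporter-only cells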
NCOA1 inh: inhibitors of human steroid receptor coactivator 1 (SRC1); inhibition, % at 3.6 µM; AID 588354; 0.12% of 360,000 active; HEK293 GAL4-SRC1 luciferase reporter, luminescence;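 active means inhibition above the campaign mean plus 3 SD, with each screening campaign given its own cutoff, cut at about 60% in these data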;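 further: 0% = DMSO treated cells and 100% = gossypol at 36 µM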
NOD2 RIPK2 PPI: inhibitors of human NOD2-RIPK2 interaction; 0.38% of 360,000 active; O43353; inhibition, % at 4.98 µM; CHO BLA complementation NOD2-RIPK2, CCF4 ratio; in the data active means inhibition above about 21%;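 further: 0% = vehicle only and 100% = reference blocker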
Target sequence (O43353 whole entry, looked up): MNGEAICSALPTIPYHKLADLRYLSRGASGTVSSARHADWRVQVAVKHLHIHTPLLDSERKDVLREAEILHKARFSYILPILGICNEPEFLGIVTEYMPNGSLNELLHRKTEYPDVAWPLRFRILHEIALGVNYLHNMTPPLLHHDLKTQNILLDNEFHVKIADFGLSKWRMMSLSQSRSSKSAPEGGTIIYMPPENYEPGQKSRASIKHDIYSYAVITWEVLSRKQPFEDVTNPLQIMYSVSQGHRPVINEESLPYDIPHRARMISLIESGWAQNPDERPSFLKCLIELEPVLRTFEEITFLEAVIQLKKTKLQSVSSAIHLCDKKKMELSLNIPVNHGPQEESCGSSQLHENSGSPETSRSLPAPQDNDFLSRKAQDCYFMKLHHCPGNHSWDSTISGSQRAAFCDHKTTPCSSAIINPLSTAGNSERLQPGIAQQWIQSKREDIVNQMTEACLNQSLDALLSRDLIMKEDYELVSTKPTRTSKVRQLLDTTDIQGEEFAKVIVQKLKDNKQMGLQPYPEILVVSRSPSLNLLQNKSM
SRC3 inh: human NCOA3 inhibition | Q9Y6Q9 | HEK293 GAL4-SRC3 luciferase reporter, luminescence | 0.17% of 360,000 active | inhibition, % at 3.6 µM;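 active means inhibition above a per-campaign cutoff, the mean of all compounds plus 3 SD, cut at about 60% in these data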;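 further: 0% = DMSO-treated cells and 100% = gossypol-treated cells at 36 µM; higher means less SRC3-driven luciferase light from the GAL4 reporter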
TROY NFkB inh: TROY signaling inhibition | Q293 LMP1-TROYcd NF-kB luciferase reporter, 4 h | AID 1347056 | 0.98% of 360,000 active | inhibition, % at 10 µM;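 active means compounds whose plate-normalised and pattern-corrected inhibition of the luciferase reporter signal at the single screening dose is 50% or more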
ABHD5-PLIN5 inh: inhibitors of human ABHD5-perilipin-5 interaction; Q00G26+Q8WTS1; Split G. princeps luciferase complementation, luminescence, 4 h; inhibition, % at 4 µM; 0.78% of 360,000 active; AID 602281;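 active means inhibition above the mean inhibition across every tested compound plus 3 SD, cut at about 22% in these data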;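 further: 0% = DMSO only wells and the 100% control is not disclosed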
TLR9-MyD88 block: inhibitors of human TLR9-MyD88 binding; CHO BLA complementation TLR9-MyD88, CCF4 FRET ratio; inhibition, % at 4.98 µM; 0.21% of 340,000 active; AID 504734;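 active means inhibition above the mean over all tested compounds plus 3 SD, cut at about 21% in these data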;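 further: 0% = DMSO only wells and 100% = clavulanate BLA inhibitor control wells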
Granule exo inh: blocks lytic granule exocytosis; 0.66% of 360,000 active; TALL-104 LAMP-1 surface exposure, flow cytometry; cells stimulated with thapsigargin and PMA; inhibition, % at 10 µM;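 active means inhibition above about 55%, limit read from the data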
NCOA2 inhibitor: inhibits human steroid receptor coactivator 2; Q15596; HEK293 GAL4-SRC2 luciferase reporter, luminescence; inhibition, % at 9 µM; 0.17% of 370,000 active;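 active means inhibition above the mean inhibition of all tested compounds plus 3 SD, set per campaign, cut at about 52% in these data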;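 further: 0% = DMSO treated cells and 100% = cells given Gossypol at 36 µM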
NR5A2 inv ag: NR5A2 inverse agonism in reporter assay. O00482. HEK293T StAR-luciferase reporter, LRH-1 transfected, 24 h. inhibition, % at 3.6 µM. 0.13% of 360,000 active. AID 602396;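 active means inhibition above the mean inhibition of all tested compounds plus 3 SD, cut at about 73% in these data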;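 further: 0% = DMSO wells and 100% = reporter-only cells lacking LRH-1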
Target sequence (O00482 whole entry, looked up): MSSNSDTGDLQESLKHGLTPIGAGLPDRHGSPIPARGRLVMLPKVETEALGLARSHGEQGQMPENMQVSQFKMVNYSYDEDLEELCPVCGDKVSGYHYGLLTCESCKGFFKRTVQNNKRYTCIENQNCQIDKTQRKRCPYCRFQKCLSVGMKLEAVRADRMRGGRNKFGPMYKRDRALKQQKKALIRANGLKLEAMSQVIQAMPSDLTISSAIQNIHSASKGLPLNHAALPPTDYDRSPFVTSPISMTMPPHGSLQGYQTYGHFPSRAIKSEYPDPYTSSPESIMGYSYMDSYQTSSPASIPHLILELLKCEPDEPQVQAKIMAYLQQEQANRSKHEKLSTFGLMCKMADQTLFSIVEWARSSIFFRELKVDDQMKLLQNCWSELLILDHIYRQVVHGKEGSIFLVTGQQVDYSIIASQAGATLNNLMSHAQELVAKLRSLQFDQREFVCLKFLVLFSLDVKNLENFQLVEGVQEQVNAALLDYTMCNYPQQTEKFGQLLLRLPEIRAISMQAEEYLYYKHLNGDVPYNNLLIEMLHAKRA
Starred values were filed as active, the others as inactive; · = not tested or not shown.

molecule	TWEAK-Fn14 inh	COUP-TFII inh	NCOA1 inh	NOD2 RIPK2 PPI	SRC3 inh	TROY NFkB inh	ABHD5-PLIN5 inh	TLR9-MyD88 block	Granule exo inh	NCOA2 inhibitor	NR5A2 inv ag
CC1Cc2nc(SCC(=O)NCCc3ccccc3)n(C)c(=O)c2S1 (stereo not given)	7	-16	-10	-5	-8	-23	0	2	-3	2	7
CN(C)S(=O)(=O)c1cccc(NC(=O)CSc2nncn2C)c1	-6	-11	13	5	-6	0	-3	2	-5	-10	4
O=C(CCS(=O)(=O)c1ccccc1)NCCS(=O)(=O)c1ccccc1	2	-25	-16	-6	11	-6	3	11	-1	5	0
Clc1ccc(-c2noc(CN3CCOCC3)n2)cc1	-8	-4	-55	-15	-35	-63	-5	·	-6	-25	-48
Cc1ccc(Cl)cc1NC(=O)CN1CCN(S(=O)(=O)N2CCC(C)CC2)CC1	-43	6	-33	2	13	11	-1	14	5	1	18
CCCCNC(=O)Oc1cccc(N2CCCC2=O)c1	8	2	-6	5	-13	-11	-3	-10	0	-3	7
Cc1c(C(=O)NNS(=O)(=O)c2ccccc2)sc(=S)n1C	1	9	-7	1	13	5	3	-5	-6	9	-9
CC(C)N1CC(C(=O)Nc2ccc(C#N)cc2)CC1=O (stereo not given)	-6	-4	1	-4	3	-2	-2	1	-9	-17	11
CCCN(CCC)C(=O)Cn1c(=O)n(CCCCCC(=O)Nc2ccccc2)c(=O)c2sccc21	7	1	-18	-1	-19	-15	0	-1	1	-5	-8
Cc1ccccc1C(=O)Nc1ccnn1C1CCN(C(=O)C2CCOC2)CC1 (stereo not given)	3	10	-12	-8	9	-12	-4	6	-3	25	-3
O=S(=O)(Nc1ccc2cn[nH]c2c1)c1ccccc1	18	-4	17	-8	2	18	-2	-8	-2	-1	16
O=C(CCNS(=O)(=O)c1ccccc1C(F)(F)F)NNC(=O)C1COc2ccccc2O1 (stereo not given)	4	-15	-25	5	-7	-7	10	-1	-5	-24	12
O=C1CC(N2CCN(Cc3ccc4c(c3)OCO4)CC2)C(=O)N1c1cccc2ccccc12 (stereo not given)	3	-1	-15	11	-2	12	0	3	-2	-20	-3
COc1ccc(-n2cnc3cc([N+](=O)[O-])ccc32)cc1	-3	-10	-31	5	-6	-42	5	-13	-10	-49	-4
O=C(NCCSc1ccc(Br)cc1)c1ccc2nc[nH]c2c1	-16	-8	1	-3	-8	-9	-3	-7	7	-29	-45
COc1cc(OC)cc(C(=O)N/N=C/c2ccc(OC)c(COc3ccc4ccccc4c3)c2)c1	-29	7	8	17	9	5	17	1	0	-8	12
O=C1NCCCC1C(=O)N/N=C/c1cc([N+](=O)[O-])ccc1O (stereo not given)	-1	10	-6	13	-56	0	-5	-3	-4	-47	8
CCC(C)NC(=O)C(=O)NCC1CCCN1CC (stereo not given)	-14	7	10	-8	7	6	1	-4	1	-8	-22
CC1(C(=O)NS(=O)(=O)C2CC2)CCCN(C(=O)c2ccc(C(F)(F)F)cc2)C1 (stereo not given)	-6	-11	-3	0	-14	2	3	·	-4	-6	8
C=CCSc1nnc2nc3[nH]c4c(C)cccc4c3nn12	-10	-31	-18	-5	-16	-57	7	3	-3	-19	-24

A different layout for part of the listing above:
CC1(C(=O)NS(=O)(=O)C2CC2)CCCN(C(=O)c2ccc(C(F)(F)F)cc2)C1 (stereo not given)
  TWEAK-Fn14 inh = -6 | COUP-TFII inh = -11 | NCOA1 inh = -3 | NOD2 RIPK2 PPI = 0 | SRC3 inh = -14 | TROY NFkB inh = 2 | ABHD5-PLIN5 inh = 3 | TLR9-MyD88 block = · | Granule exo inh = -4 | NCOA2 inhibitor = -6 | NR5A2 inv ag = 8

C=CCSc1nnc2nc3[nH]c4c(C)cccc4c3nn12
  TWEAK-Fn14 inh = -10 | COUP-TFII inh = -31 | NCOA1 inh = -18 | NOD2 RIPK2 PPI = -5 | SRC3 inh = -16 | TROY NFkB inh = -57 | ABHD5-PLIN5 inh = 7 | TLR9-MyD88 block = 3 | Granule exo inh = -3 | NCOA2 inhibitor = -19 | NR5A2 inv ag = -24

(more compounds)
molecule	TWEAK-Fn14 inh	COUP-TFII inh	NCOA1 inh	NOD2 RIPK2 PPI	SRC3 inh	TROY NFkB inh	ABHD5-PLIN5 inh	TLR9-MyD88 block	Granule exo inh	NCOA2 inhibitor	NR5A2 inv ag
CCSc1cc(N2CCCC2)nc(-c2ccc(F)cc2)n1	2	-4	3	-5	2	-3	2	-9	-4	4	-4
COC(=O)c1c(-c2ccccc2)c(-c2ccccc2)nn(C)c1=O	11	-10	17	0	2	5	-10	-4	-2	-11	4
COc1cccc(CNc2nc3cc(-c4cccc(C(=O)NCCO)c4)sc3c(=O)n2C)c1	-46	-3	3	-1	-11	-19	1	·	-7	-22	-11
COc1c(C)cc(S(=O)(=O)NC2CC(C)(C)NC(C)(C)C2)c(C)c1C	-6	-2	1	-1	-16	4	2	0	-4	-13	8
COc1ccc(-c2cc(C(F)(F)F)n3ncc(C(=O)O)c3n2)cc1OC	10	-16	-3	4	16	7	3	1	3	-10	12
COCCNC(=O)C(=O)c1cc(C)n(-c2ccc([N+](=O)[O-])cc2)c1C	-1	-33	7	-2	14	1	0	9	-5	-17	-4
Cc1ccc(C(C(=O)NC2CCCCC2)N2CCCC2)cc1 (stereo not given)	-22	6	1	-7	-20	-12	-3	-6	-2	-26	-8
CN(Cc1ccccc1)C(=O)COc1cc(=O)n(C)c2ccccc12	10	-10	-8	-7	-14	-13	4	-1	-2	-16	-19
COc1ccc(Cl)cc1C(=O)Nc1ccc(S(=O)(=O)N2CCCC2)cc1	-5	6	-6	-5	-14	18	-3	7	-3	-32	29
COCc1cc(C)n(CC(=O)N2CCCC2)c(=O)c1C#N	13	-7	1	-6	6	-14	2	2	1	2	0

Taken from the listing, 11 compounds:
molecule	TWEAK-Fn14 inh	COUP-TFII inh	NCOA1 inh	NOD2 RIPK2 PPI	SRC3 inh	TROY NFkB inh	ABHD5-PLIN5 inh	TLR9-MyD88 block	Granule exo inh	NCOA2 inhibitor	NR5A2 inv ag
O=C1NCCCC1C(=O)N/N=C/c1cc([N+](=O)[O-])ccc1O (stereo not given)	-1	10	-6	13	-56	0	-5	-3	-4	-47	8
CCC(C)NC(=O)C(=O)NCC1CCCN1CC (stereo not given)	-14	7	10	-8	7	6	1	-4	1	-8	-22
CC1(C(=O)NS(=O)(=O)C2CC2)CCCN(C(=O)c2ccc(C(F)(F)F)cc2)C1 (stereo not given)	-6	-11	-3	0	-14	2	3	·	-4	-6	8
C=CCSc1nnc2nc3[nH]c4c(C)cccc4c3nn12	-10	-31	-18	-5	-16	-57	7	3	-3	-19	-24
CCSc1cc(N2CCCC2)nc(-c2ccc(F)cc2)n1	2	-4	3	-5	2	-3	2	-9	-4	4	-4
COC(=O)c1c(-c2ccccc2)c(-c2ccccc2)nn(C)c1=O	11	-10	17	0	2	5	-10	-4	-2	-11	4
COc1cccc(CNc2nc3cc(-c4cccc(C(=O)NCCO)c4)sc3c(=O)n2C)c1	-46	-3	3	-1	-11	-19	1	·	-7	-22	-11
COc1c(C)cc(S(=O)(=O)NC2CC(C)(C)NC(C)(C)C2)c(C)c1C	-6	-2	1	-1	-16	4	2	0	-4	-13	8
COc1ccc(-c2cc(C(F)(F)F)n3ncc(C(=O)O)c3n2)cc1OC	10	-16	-3	4	16	7	3	1	3	-10	12
COCCNC(=O)C(=O)c1cc(C)n(-c2ccc([N+](=O)[O-])cc2)c1C	-1	-33	7	-2	14	1	0	9	-5	-17	-4
Cc1ccc(C(C(=O)NC2CCCCC2)N2CCCC2)cc1 (stereo not given)	-22	6	1	-7	-20	-12	-3	-6	-2	-26	-8

Next section.
Screens by letter: A = TWEAK-Fn14 inh; B = COUP-TFII inh; C = NCOA1 inh; D = NOD2 RIPK2 PPI; E = SRC3 inh; F = TROY NFkB inh; G = ABHD5-PLIN5 inh; H = TLR9-MyD88 block; I = Granule exo inh; J = NCOA2 inhibitor; K = NR5A2 inv ag
CC(OC(=O)CCN=C1NS(=O)(=O)c2ccccc21)C(=O)Nc1ccccc1F (stereo not given)
  A = 17; B = -5; C = -12; D = -2; E = -33; F = 9; G = -1; H = 8; I = -1; J = -19; K = -7
Cn1cccc1/C=N\NC(=O)C1COc2ccccc2O1 (stereo not given)
  A = 3; B = -4; C = -2; D = 3; E = -14; F = -9; G = 4; H = 3; I = -2; J = -6; K = 15
O=C(CCC1CCCC1)N1CCN(C(=O)C2CC2)CC1
  A = -2; B = 4; C = -16; D = -5; E = 15; F = -20; G = 0; H = -9; I = -1; J = -15; K = -9
CCCNC(=O)C1(C)CCCN(Cc2ccc(Cl)cc2)C1 (stereo not given)
  A = 1; B = 9; C = -3; D = 0; E = -4; F = 14; G = -1; H = ·; I = -3; J = -10; K = -4
CCOCCCNC(=O)CN1C(=O)c2cccc3cccc1c23
  A = 8; B = -7; C = 7; D = -6; E = -5; F = 11; G = -9; H = -10; I = -6; J = 0; K = -2
CCN(Cc1ccccc1)C(=S)Nc1cc(C(=O)OC)ccc1C(=O)OC
  A = -18; B = -9; C = -6; D = 0; E = -4; F = -6; G = -6; H = 4; I = -4; J = 5; K = -3
Cc1ccc(S(=O)(=O)N2CCN(C(=S)NCc3ccc4c(c3)OCO4)CC2)cc1
  A = 1; B = 15; C = 2; D = -1; E = 23; F = 16; G = 0; H = -10; I = 75*; J = 1; K = 24
O=S(=O)(NCCc1ccccc1F)c1cccc(S(=O)(=O)N2CCOCC2)c1
  A = -5; B = 6; C = -17; D = -3; E = 7; F = 8; G = 7; H = 7; I = 2; J = -3; K = -22
COc1cccc(S(=O)(=O)NCc2ccc(C(=O)N3CCN(c4ccccc4)CC3)cc2)c1
  A = 3; B = -11; C = 4; D = 6; E = -7; F = 0; G = -5; H = 1; I = 4; J = -18; K = 3
COc1cccc(CC(=O)Nc2nc(-c3cc(OC)ccc3OC)cs2)c1
  A = -12; B = -14; C = -52; D = -6; E = -2; F = 15; G = -4; H = 3; I = -6; J = 2; K = -10
S=C(Nc1ccccc1Cl)N(CCCN1CCOCC1)Cc1ccccn1
  A = 25; B = 2; C = 4; D = -10; E = 21; F = -10; G = -3; H = -8; I = -1; J = 10; K = 1
COc1ccc(NC(=O)CN(C)C(=O)c2cc3c(s2)CCC(C)C3)cc1 (stereo not given)
  A = -3; B = 5; C = -18; D = 3; E = 0; F = -13; G = -3; H = -3; I = -4; J = -24; K = 17
COc1ccc(C=CC(O)CCN2CCC3CCC(C3)C2)cc1 (stereo not given)
  A = -23; B = 6; C = -1; D = -10; E = -5; F = 4; G = -5; H = -1; I = -2; J = -31; K = 11
C[C@@H]1CN([C@H](C)CO)C(=O)CCCn2cc(nn2)CO[C@H]1CN(C)C(=O)Nc1ccccc1F
  A = 3; B = 1; C = -17; D = -3; E = 7; F = -3; G = 6; H = -8; I = 0; J = 1; K = -3

These rows are one share of the data; the hit share may differ from the screen's.
